High-throughput results as filed in PubChem.
D3 ag = agonists of human D3 dopamine receptor; P35462; D3R DiscoveRx beta-arrestin cells, luminescence, 90 min; max activation, %; 410,000 compounds, 0.58% hits; AID 652048; in the data active = max activation above about 30%; note: 0% is about no effect; mostly tested at two doses, the higher about 12 µM
Target sequence (P35462 whole entry, looked up): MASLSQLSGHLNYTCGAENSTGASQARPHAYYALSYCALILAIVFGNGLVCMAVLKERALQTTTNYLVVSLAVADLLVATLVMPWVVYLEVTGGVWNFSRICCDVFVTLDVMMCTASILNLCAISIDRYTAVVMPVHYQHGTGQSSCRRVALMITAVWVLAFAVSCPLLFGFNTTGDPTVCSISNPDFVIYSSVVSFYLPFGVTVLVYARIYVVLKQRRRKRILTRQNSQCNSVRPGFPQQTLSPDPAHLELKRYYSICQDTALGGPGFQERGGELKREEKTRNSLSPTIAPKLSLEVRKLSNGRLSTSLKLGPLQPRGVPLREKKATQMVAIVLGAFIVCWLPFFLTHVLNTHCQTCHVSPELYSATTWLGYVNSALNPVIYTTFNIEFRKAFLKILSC
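Agonist mode: compounds and dopamine controls were applied to plated cells for 90 min at 37 degrees C after an overnight attachment at 1500 cells/well. Luminescent read-out followed 30 - 60 minutes at room temperature with DiscoveRx detection reagent.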
GLP-1R inv ag = GLP-1 receptor (human) inverse agonism | AID 624417 | Potency, µM (doses to about 38.3 µM), inactives show top-dose activity change, negative = inhibition, most hits filed as inhibitors | P43220 | 410,000 compounds, 1.6% hits | HEK293 GLP-1R CRE-luciferase, luminescence, 24 h; GLP-1R form is constitutively active; note: potency is the fitted concentration of half-maximal effect; % is set by controls: 0 for no effect and ±100 for the full control effect; nearly all actives have a fitted effect of over 55% in size
Target sequence (P43220 whole entry, looked up): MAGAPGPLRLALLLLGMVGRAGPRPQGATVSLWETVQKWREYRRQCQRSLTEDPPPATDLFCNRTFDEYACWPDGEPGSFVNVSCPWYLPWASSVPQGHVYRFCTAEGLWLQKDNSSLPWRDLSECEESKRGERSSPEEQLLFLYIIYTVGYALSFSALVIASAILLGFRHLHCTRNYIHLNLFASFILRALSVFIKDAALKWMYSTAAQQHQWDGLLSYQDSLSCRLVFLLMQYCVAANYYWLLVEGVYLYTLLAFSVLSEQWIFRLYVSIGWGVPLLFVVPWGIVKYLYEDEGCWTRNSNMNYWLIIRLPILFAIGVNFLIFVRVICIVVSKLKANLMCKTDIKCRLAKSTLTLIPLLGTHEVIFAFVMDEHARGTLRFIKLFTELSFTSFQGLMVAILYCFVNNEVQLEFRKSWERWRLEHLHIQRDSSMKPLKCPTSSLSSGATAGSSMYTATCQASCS
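HEK293 cells stably co-expressing constitutively active GLP-1R and a cAMP-responsive luciferase reporter were seeded in DMEM with 10% Nu serum, given compounds after 12 h, and incubated 24 h at 37 deg C. Luminescence was then read.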
HEK293 tox = cytotoxicity in counter-screen for GLP-1R inverse agonists. HEK293 cAMP-luciferase reporter cells, luminescence, 24 h. Potency, µM (top dose mostly 38.3 µM), for inactives: at the highest dose activity change, negative = inhibition, most hits filed as inhibitors. 410,000 compounds, 0.13% hits. AID 624418;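 note: loss of luciferase light is scored as toxicity; potency is the fitted concentration of half-maximal effect; % is set by controls: 0 for no effect and ±100 for the full control effect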
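Step one: seed cells (200 cells/uL, DMEM with 10% Nu serum, 1% pen-strep). Step two: 12-hour incubation at 37 deg C. Step three: pin 23 nL compound, incubate 24 hr. Step four: add luciferase reagent, read luminescence 12 min later.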
An asterisk follows results filed as active; ? = inconclusive; [ ] = another dose, or the depositor's remark. Unless noted, calls come from the whole dose curve; as a rule, active = well fitted curve in the direction sought with a large enough effect; inconclusive = small, poorly fitted or top-dose-only effect, or another doubt; inactive = no such curve, though single readings can be large; an effect the other way counts as inactive or inconclusive. Not all compounds are listed; the hit share may differ from the screen's.

mol,D3 ag,GLP-1R inv ag,HEK293 tox
COc1ccc(N2C(=O)C(CC(=O)Nc3ccc(F)cc3)N(Cc3ccc4c(c3)OCO4)C2=O)cc1 (configuration not stated),2,-8%,-1%
CCn1nc(C)c2c(-c3ccccc3)cc(=O)n(C(C)C(=O)NCCC(C)C)c21 (configuration not stated),-13,?,10%
CN(C)CCNC(=O)c1ccc(-n2c(-c3ccccc3)cc3c2CCCC3)cc1,-10,?,-19%
Cc1onc(-c2ccc(Br)cc2)c1C(=O)Nc1ccc(Br)cc1F,1,11%,7%
CCOc1ccc(NC(=O)c2c(NCc3cccnc3)sc3c2CCC(C)C3)cc1 (configuration not stated),-7,9%,5%
Cc1cc(C)n2c(Nc3cccc(C(F)(F)F)c3)c(-c3ccsc3)nc2n1,5,?,-15%
O=C(NCc1ccccc1F)c1ccc(CN2CC(=O)N3CCCCC3C2=O)cc1 (configuration not stated),-9,10%,-3%
CCOc1ccc(CCNC(=O)C2COc3ccccc3C2)cc1OCC (configuration not stated),-13,2%,4%
COc1ccc(NC(=O)Cn2c3ncccc3c(=O)n2-c2ccc(C)c(C)c2)c(OC)c1,7,3%,6%
CC(C)(C)c1ccc(S(=O)(=O)N2CCN(C(=O)c3cc(-c4ccc(Br)cc4)n[nH]3)CC2)cc1,0,15%,-15%
O=S1(=O)c2ccccc2N(Cc2cccc(Cl)c2)c2ccccc21,-24,?,18%
COC(=O)c1ccc(NC(=O)CSc2nc(=O)[nH]c3c2CCCC3)cc1,4,15%,4%
Cc1ccc(/C=C/c2nc3ccccc3[nH]2)cc1,4,2.5µM*,-9%
CC(=O)c1ccc(NC(=O)C2CCN(S(=O)(=O)c3ccc4c(c3)CCCN4C(=O)C3CCC3)CC2)cc1,1,5%,-16%
CCOc1ccc(-c2cc(NC(=O)Nc3cccc(C(C)=O)c3)c(C(=O)OC)s2)cc1,0,32%[activator],-6%
COc1ccccc1CNC(=O)Cc1c(C)c2c(cc(C)c3c(C)c(C)oc32)oc1=O,-1,3%,2%
CCOC(=O)c1c(C)oc2nc(C)nc(Nc3cccc(OC)c3)c12,5,12%,3%
Cc1ccc2nc(-c3ccsc3)c(Nc3ccc(Cl)cc3)n2c1,6,-23%,1%
CCCCc1nn2c(=O)cc(COC(=O)c3ccccc3NC(=O)C3CCCCC3)nc2s1,2,-7%,11%
COc1cccc(C(=O)N2c3nc(-c4ccco4)nn3C3(CCCCC3)[C@@H]3CCCC[C@@H]32)c1,-12,?,-29%

mol,D3 ag,GLP-1R inv ag,HEK293 tox
O=c1c(NCc2cccs2)nccn1-c1ccccc1,-3,6%,0%
Cc1cccc(OCCSc2nc3ccc(NC(=O)COc4ccccc4C)cc3s2)c1,-12,12%,5%
O=C(COCc1cc(-c2cccs2)on1)NCc1ccc(F)cc1,-5,-1%,2%
COc1ccc(Nc2c(-c3ccccn3)nc3ccc(Cl)cn23)cc1,-27,5%,-13%
COc1ccc(-c2nc(S(=O)(=O)c3ccc(Cl)cc3)c(N3CCCCCC3)o2)cc1,0,10%,0%
COc1ccc(CCn2cc3c(c2-c2ccccc2Br)c(=O)n(C)c(=O)n3C)cc1OC,-5,11%,2%
COc1ccc(CNC(=O)CCc2c(C)nn(-c3ccc(N4CCCCC4)nn3)c2C)cc1,-5,1%,19%
CCc1ccc(NC(=O)C(=O)NCCc2csc(-c3ccc(C(F)(F)F)cc3)n2)cc1,-7,2%,1%
Cc1ccc(OCC(=O)N(Cc2ccco2)Cc2ccco2)cc1C,4,?,-3%
COc1ccc(N2CCN(C(=O)C3CCN(Cc4nc(-c5ccc(Cl)cc5)oc4C)CC3)CC2)cc1,-40,-10%,-1%
COc1ccc(-c2onc(C)c2C)cc1S(=O)(=O)Nc1cc(Cl)ccc1C,-20,?,-17%
Cc1ccc(C2=NN(CC(=O)NCCCN(CC(C)C)CC(C)C)C(=O)CC2)cc1,-20,-3%,6%
O=S(=O)(c1ccc(-c2csc(=Nc3ccc(F)cc3)n2CCCCCCO)cc1)N1CCCC1,12,?,?
CC(C)c1ccc(CNc2nc(-c3ccco3)nn2S(=O)(=O)c2ccc(F)cc2)cc1,-12,?,5%
Cc1ccc(N2C(=O)CC(c3ccccc3F)C3=C2COC3=O)cc1Cl (configuration not stated),-2,-13%,4%
CCc1cccc(NC(=O)c2ccc(NC(=O)N3CCSc4ncccc43)cc2)c1,6,-6%,-10%
CCOC(=O)c1c(C)oc2nc(C)nc(N3CCN(c4ccc(C(C)=O)cc4)CC3)c12,3,4%,-8%
CCCn1c2ccccc2c2cnn(CC(=O)Nc3cc(OC)c(OC)c(OC)c3)c(=O)c21,-16,9%,5%
COC(=O)c1c(SCC(=O)Nc2cc(OC)cc(OC)c2)[nH]c2ccc(C)cc2c1=O,-3,9%,-8%
Cc1ccc(-c2nnc(Nc3ccccc3O)c3ccccc23)cc1,-10,?,2%

mol,D3 ag,GLP-1R inv ag,HEK293 tox
CCc1nc2ccc(C(=O)NCc3cccc(Br)c3)cc2nc1CC,2,1%,-6%
O=C(Nc1cc(-c2nc3ccccc3o2)ccc1Cl)c1ccc(Br)o1,2,10%,1%
CCc1cccc(-n2nnc(-c3nc(-c4ccc5c(c4)OCO5)no3)c2C)c1,7,8%,8%
CCOc1ccc(NC(=O)Cc2ccc(NC(=O)N3CCCCc4ccccc43)cc2)cc1,-5,?,-10%
Cc1ccc2oc(C(=O)Nc3c(C(=O)Nc4cccc(Cl)c4)oc4ccccc34)cc(=O)c2c1,-15,-4%,22%
CCOc1ccc(CCNC(=O)c2ccc(-n3c(C)cc4c3CCCC4)cc2)cc1OCC,3,29%,-3%
Cc1ccc(C(=O)COC(=O)c2cc(-c3cccs3)nc3ccccc23)cc1,3,7%,-4%
CCOC(=O)c1c(C)[nH]c(C)c1S(=O)(=O)N1CCC(C(=O)NCc2ccccc2)CC1,6,6%,-7%
CCOC(=O)c1c(NC(=O)/C=C/c2ccccc2)sc2c1CCCC2,8,-7%,2%
Cc1ccc2c(c1)N(C(=O)CCC(=O)NCc1ccccc1Cl)CC(C)O2 (configuration not stated),-6,?,0%
O=C(Cn1c(-c2cccs2)cc2ccccc21)NCCCN1CCN(c2ccc(F)cc2)CC1,-4,?,1%
COc1ccc(NC(=O)CSc2oc(-c3ccco3)nc2S(=O)(=O)c2ccc(C)cc2)c(OC)c1,-2,-4%,-3%
Cc1sc2c(c1C)c(=O)n(Cc1ccccc1)c(=O)n2CC(=O)Nc1cccc(Cl)c1,-10,?,6%
COc1ccccc1CNC(=O)c1cc2c(=O)n(Cc3cccs3)ccc2nc1C,5,?,-13%
Cc1cccc(OCCSc2nc3ccc(NC(=O)COc4ccccc4F)cc3s2)c1,-11,4%,-2%
Cc1ccccc1NC(=O)CSc1nc2ccc(NC(=O)CCc3ccccc3)cc2s1,4,12%,-2%
CCc1ccc(S(=O)(=O)c2nnn(-c3ccc(F)cc3)c2N)cc1,-21,-15%,-21%
CCOc1ccc(NC(=O)c2nn(C)c3c2CS(=O)(=O)c2ccccc2-3)cc1,2,11%,-9%
Cc1cccc(C(=O)Nc2ccccc2OCc2cc(=O)n3cc(C)ccc3n2)c1,7,3%,2%
COc1ccccc1/C=C/c1nc(C#N)c(NC(C)c2ccccc2)o1 (configuration not stated),11,-15%,128%[activator]

mol,D3 ag,GLP-1R inv ag,HEK293 tox
Cc1nn(C(C)C(=O)NC2CCC(C)CC2)c(=O)c2c1sc1ccccc12 (configuration not stated),-7,3%,2%
O=C(Nc1ccccc1C(F)(F)F)N1Cc2ccccc2Oc2ncccc21,-1,14%,2%
CCCSCCCNC(=O)C1CCCN(c2nn3cc(-c4ccc(OC)cc4)nc3s2)C1 (configuration not stated),1,?,-6%
COc1cccc(NC(=O)c2sc3nc(C)c(C(=O)Nc4ccc(C)cc4C)c(-c4ccc(Br)cc4)c3c2N)c1,4,-17%,6%
CCS(=O)(=O)NCCc1sc2nc(-c3ccc(OC)cc3)nn2c1C,4,-17%,-7%
Cc1ccc(-n2c(=O)c3cccnc3n2CC(=O)Nc2ccc(C)cc2Cl)cc1,2,1%,7%
O=S(=O)(c1ccc(Cl)cc1)c1nnn2c1nc(NCc1ccccc1)c1sccc12,-3,3%,4%
COc1ccc2c(Sc3ccc(Cl)cc3)c(C(=O)N3CCC(C)CC3)[nH]c2c1,-10,?,-5%
CN(C)c1ccc(C(CNS(=O)(=O)c2ccc(F)cc2F)N2CCOCC2)cc1 (configuration not stated),-7,7%,23%
Cc1cccc(OCCCn2c(CCNC(=O)C3CCCCC3)nc3ccccc32)c1,-18,?,-17%
CCOC(=O)c1c(C)oc2ccc(N(C(=O)Oc3ccccc3)S(=O)(=O)c3ccccc3)cc12,0,-2%,-4%
Cc1nc(-n2nc(C)c(Cc3ccc(Cl)cc3)c2C)sc1C(=O)N1CCCCC1C (configuration not stated),-4,1%,17%
Cc1cc(NC(=O)c2ccccc2F)ccc1-c1nc2ccccc2s1,-10,9%,3%
Cc1ccc(Cl)cc1N1CCN(C(=O)Cc2c(C(=O)O)c(C)cn2C)CC1,-14,-2%,7%
COc1ccc(OC)c(CNC(=O)CCCn2nc(C)c3c(C)n(-c4ccc(C)cc4)nc3c2=O)c1,-6,-4%,2%
Cc1ccc(S(=O)(=O)c2nnn3c2nc(NC(C)C)c2cc(Cl)ccc23)cc1C,5,1%,-7%
COC(=O)c1ccccc1NC(=O)c1noc2c1CSc1ccccc1-2,2,7%,10%
Cc1ccc(CNC(=O)CSc2nc3n[nH]c(C)c3c(=N)n2-c2ccccc2Cl)cc1,6,38%[activator],2%
O=C(NCCc1csc2nc(-c3ccc(F)cc3)nn12)c1cccc(C(F)(F)F)c1,6,?,-1%
O=C(NCC(c1cccs1)S(=O)(=O)c1cccs1)c1ccccc1 (configuration not stated),-8,-9%,-9%

Single records, as listed above. Values in the order: D3 ag | GLP-1R inv ag | HEK293 tox
O=c1c(NCc2cccs2)nccn1-c1ccccc1 is listed as -3 | 6% | 0%
COc1ccc(N2C(=O)C(CC(=O)Nc3ccc(F)cc3)N(Cc3ccc4c(c3)OCO4)C2=O)cc1 (configuration not stated) is listed as 2 | -8% | -1%

(next part)
mol,D3 ag,GLP-1R inv ag,HEK293 tox
Cc1ccc(Cn2cnc3nc4c(cc3c2=O)CCCC4)cc1,0,7%,-8%
COc1cccc(CNC(=O)c2c(C)nn(-c3cccc(C)c3)c2-n2cccc2)c1,3,?,2%
CNc1oc(-c2ccc(COc3ccc(C)cc3)o2)nc1C#N,5,-29%,-5%
CC(=O)c1nn(-c2ccc(OC(F)(F)F)cc2)nc1Nc1ccc(Cl)cc1,8,1%,23%
CCOC(=O)c1c(C)oc2nc(C)nc(NCCc3ccc(C)cc3)c12,-8,11%,10%
COc1ccc(C2C(C(N)=O)=C(C)Nc3nc(CCCO)nn32)c(OC)c1 (configuration not stated),1,18%,-9%
Cc1ccc(NC(=O)c2cccc(N3CCCS3(=O)=O)c2)cc1C,-29,8%,-1%
Cc1ccc(Nc2c(-c3ccncc3)nc3ccc(C)cn23)cc1,15,6%,0%

Among those listed so far, 6 contain bromine:
mol,D3 ag,GLP-1R inv ag,HEK293 tox
Cc1onc(-c2ccc(Br)cc2)c1C(=O)Nc1ccc(Br)cc1F,1,11%,7%
CC(C)(C)c1ccc(S(=O)(=O)N2CCN(C(=O)c3cc(-c4ccc(Br)cc4)n[nH]3)CC2)cc1,0,15%,-15%
COc1ccc(CCn2cc3c(c2-c2ccccc2Br)c(=O)n(C)c(=O)n3C)cc1OC,-5,11%,2%
CCc1nc2ccc(C(=O)NCc3cccc(Br)c3)cc2nc1CC,2,1%,-6%
O=C(Nc1cc(-c2nc3ccccc3o2)ccc1Cl)c1ccc(Br)o1,2,10%,1%
COc1cccc(NC(=O)c2sc3nc(C)c(C(=O)Nc4ccc(C)cc4C)c(-c4ccc(Br)cc4)c3c2N)c1,4,-17%,6%

Another view of some results above:
Second line of a record – D3 ag | GLP-1R inv ag | HEK293 tox
Cc1cc(C)n2c(Nc3cccc(C(F)(F)F)c3)c(-c3ccsc3)nc2n1
 : 5 | ? | -15%
COc1ccc(-c2onc(C)c2C)cc1S(=O)(=O)Nc1cc(Cl)ccc1C
 : -20 | ? | -17%
CCOc1ccc(-c2cc(NC(=O)Nc3cccc(C(C)=O)c3)c(C(=O)OC)s2)cc1
 : 0 | 32%[activator] | -6%
Cc1ccc(CNC(=O)CSc2nc3n[nH]c(C)c3c(=N)n2-c2ccccc2Cl)cc1
 : 6 | 38%[activator] | 2%
